Compound activity: PubChem, The Scripps Research Institute Molecular Screening Center
CHRM1 antagonist: human M1 muscarinic receptor antagonists, primary screen, CHO-K1 cells, Fluo-8 calcium fluorescence, 1536-well. AID 588852, 2011. inhibition, % at 3 µM. Muscarinic acetylcholine receptor M1 (Homo sapiens), P11229. CHO-K1 hM1, ACh EC80 antagonist. 360,000 tested, 1.3% active;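 active means percent inhibition above its own plate's cutoff, namely the mean of that plate's compound wells plus 3 SD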;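 further: peak over basal fluorescence ratio during 140 s after agonist addition; 0% = ACh EC80 plus DMSO and 100% = DMSO alone without agonist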
Target sequence (P11229 whole entry, looked up): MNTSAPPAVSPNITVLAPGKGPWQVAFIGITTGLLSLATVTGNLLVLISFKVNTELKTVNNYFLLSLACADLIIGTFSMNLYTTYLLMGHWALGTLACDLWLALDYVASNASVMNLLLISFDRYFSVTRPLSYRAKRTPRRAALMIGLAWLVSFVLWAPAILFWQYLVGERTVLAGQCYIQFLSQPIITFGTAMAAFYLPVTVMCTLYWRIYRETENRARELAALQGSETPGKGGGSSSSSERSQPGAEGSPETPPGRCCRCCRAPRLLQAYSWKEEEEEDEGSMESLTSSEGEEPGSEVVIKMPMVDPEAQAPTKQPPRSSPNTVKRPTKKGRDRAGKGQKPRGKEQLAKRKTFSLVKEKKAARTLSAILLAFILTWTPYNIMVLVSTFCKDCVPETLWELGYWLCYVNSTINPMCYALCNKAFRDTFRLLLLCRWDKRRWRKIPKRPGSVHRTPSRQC
CHO parental Ca: ATP-evoked calcium signal inhibitors, parental CHO, primary screen, counter-screen for OX1R antagonist project, cell-based, fluorescence, Fluo-8 calcium dye; parental CHO-K1, ATP-induced calcium, Fluo-8 fluorescence; inhibition, % at 5.6 µM; 330,000 tested, 0.63% active; AID 463079, 2010;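 active means inhibition above that plate's mean sample inhibition plus 3 SD, cut at about 26% in these data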;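 further: 0% = ATP-challenged DMSO wells and 100% = DMSO wells without ATP; some compounds past the cut are filed as inactive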
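Test system: untransfected parental CHO cell line; also added: ATP stimulus; dosing: 5.6 µM, single dose; signal: calcium-sensitive Fluo-8 fluorescence; measure: percent inhibition of ATP-evoked calcium rise, normalized to controls; benchmarks: low control ATP plus DMSO, high control DMSO only; replication: one well per compound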
CHRM1 agonist: human M1 muscarinic receptor agonists, primary screen, Fluo-8 calcium fluorescence, CHO-K1 cells, HTS. 360,000 tested, 0.33% active. CHO-K1 hM1, agonist mode; 0% DMSO, 100% acetylcholine EC100. activation, % at 3 µM. AID 588814, 2011;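 active means activation above the run's mean compound activation plus 3 SD, cut at about 16% in these data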;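 further: peak over basal fluorescence ratio within a 140 s kinetic read after compound addition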
M1 PAM parental: nonselective calcium activators in parental CHO-K1 cells, primary screen, counter-screen for M1 PAM project, cell-based, Fluo-8 calcium fluorescence, full deck, 1536-well; ATP EC20; 0% at ATP EC20, 100% at ATP max; activation, % at 3 µM; 360,000 tested, 0.02% active; AID 602247, 2012;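 active means activation above the run cutoff, the mean activation of all test compounds plus 3 SD, cut at about 40% in these data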;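 further: peak over basal fluorescence ratio in a 140 s read after ATP addition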
TAAR1 agonist: human TAAR1 agonists, primary screen, Fluo-8 calcium fluorescence, CHO RD-HGA16 cells | vehicle wells 0%, saturating PEA agonist 100% | activation, % at 3 µM | 360,000 tested, 0.99% active | AID 624467, 2012;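 active means activation above the mean activation of all test compounds in the run plus 3 SD, cut at about 38% in these data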
Target sequence (Q96RJ0 whole entry, looked up): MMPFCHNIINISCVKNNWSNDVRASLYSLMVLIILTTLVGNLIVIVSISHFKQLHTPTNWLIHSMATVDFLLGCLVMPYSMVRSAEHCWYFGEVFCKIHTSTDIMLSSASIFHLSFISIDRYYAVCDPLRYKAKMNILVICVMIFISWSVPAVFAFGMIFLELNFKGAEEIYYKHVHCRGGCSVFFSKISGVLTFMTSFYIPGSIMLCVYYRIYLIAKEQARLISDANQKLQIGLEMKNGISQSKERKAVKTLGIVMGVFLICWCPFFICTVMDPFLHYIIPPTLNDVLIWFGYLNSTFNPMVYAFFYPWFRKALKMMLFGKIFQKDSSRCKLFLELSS
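Benchmarks: low control DMSO, high control PEA (EC100); System: CHO RD-HGA16 cells carrying human TAAR1 plus Gα16; Detection: Fluo-8 fluorescence, 5 s baseline then 140 s kinetic read; Schedule: 17-24 h plating, Fluo-8 75 min 37 °C, 30 min RT; Read-out basis: % activation from peak over basal fluorescence ratio, DMSO-to-PEA scaled.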
CHRM1 PAM: human M1 muscarinic receptor positive allosteric modulators, primary screen, CHO-K1 cells, Fluo-8 calcium fluorescence, 1536-well; Muscarinic acetylcholine receptor M1 (Homo sapiens), P11229; CHO-K1 hM1, ACh EC20; 0% = ACh EC20, 100% = maximal ACh; activation, % at 3 µM; 360,000 tested, 0.088% active; AID 588819, 2011; in the data active means activation above about 19%, passing the limit was not always enough
TAAR1 antagonist: human TAAR1 antagonists, primary screen, Fluo-8 calcium fluorescence, CHO RD-HGA16 cells | antagonist | Trace amine-associated receptor 1 (Homo sapiens), Q96RJ0 | inhibition, % at 3 µM | 360,000 tested, 1.5% active;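 active means inhibition above a per-plate cutoff, the mean inhibition of test compounds on that plate plus 3 SD, cut at about 49% in these data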;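 further: 0% = DMSO plus EC80 beta-PEA response and 100% = DMSO alone without agonist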
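Material: RD-HGA16 CHO cells with stable hTAAR1 and Gα16; Dosing: single nominal final test compound concentration of 3 µM; Schedule: seeding 17-24 h prior, 75-min 37 °C, 30-min RT dye loading; Detection: kinetic Fluo-8 calcium fluorescence measurement; Measure: % inhibition from peak post-agonist over basal fluorescence ratio; Benchmarks: vehicle and agonist controls.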
CHO-K1 Ca antag: M1 antagonist counterscreen hit in parental CHO-K1 cells | inhibition, % at 3 µM | 360,000 tested, 0.6% active | AID 602250 | ATP-induced calcium, Fluo-8 fluorescence;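 active means inhibition above a per-plate cutoff, the plate's mean sample inhibition plus 3 SD, cut at about 24% in these data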;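 further: 0% = DMSO plus EC80 ATP and 100% = DMSO alone without ATP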
CHO-K1 Ca ag: counter-screen for M1 agonists: effect in parental CHO-K1 cells; Fluo-8 calcium fluorescence; scaled to maximal ATP response, vehicle zero; activation, % at 3 µM; 360,000 tested, 0.48% active; AID 602248, 2012; in the data active means activation above about 15%;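 further: untransfected CHO-K1 host cells lacking M1 receptor as counterscreen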
Starred values were filed as active, the others as inactive; x = no result given.

SMILES | CHRM1 antagonist | CHO parental Ca | CHRM1 agonist | M1 PAM parental | TAAR1 agonist | CHRM1 PAM | TAAR1 antagonist | CHO-K1 Ca antag | CHO-K1 Ca ag
CN1CCN(C(=O)Nc2ccc3c(c2)N(C)C(=O)c2ccccc2S3)CC1 | -12 | -6 | -7 | 5 | 8 | 9 | -15 | -18 | 0.4
COc1ccc(C2CCCN2C(=S)Nc2ccc(C)cc2C)cc1OC (stereo not given) | -30 | -9 | 1 | 16 | 0 | 5 | 4 | -21 | 3.7
COc1ccc(C(=O)NCC(=O)OCC(=O)NC(=O)c2ccc(C(C)(C)C)cc2)cc1OC | -5 | -19 | -5 | 10 | 3 | 21 | -18 | -12 | 0.7
CCc1nnc(NC(=O)CSc2nnc(COc3ccccc3)n2Cc2ccccc2)s1 | -11 | -15 | -4 | 12 | 14 | 9 | -8 | -4 | 0.3
CC1CCN(c2ccc3c(c2)S(=O)(=O)c2cccc(C(=O)NC4CCCCC4)c2C3=O)CC1 | 11 | -3 | -7 | -3 | 41* | -11 | 71* | -7 | 1.7
COc1cccc(NC(=O)NCc2ccccc2F)c1 | -8 | -10 | -5 | 5 | 5 | 9 | -1 | -7 | 0.0
O=C(Cc1cccc2ccccc12)N/N=C/C=C/c1cccc([N+](=O)[O-])c1 | 3 | -2 | -9 | 7 | -1 | -2 | -2 | -15 | 0.6
N#C/C(=C\c1cccnc1)C(=O)Nc1ccccc1[N+](=O)[O-] | 2 | -9 | -1 | -12 | 3 | -2 | -5 | 6 | 0.5
O=C(COC(=O)c1ccc2c(c1)OCO2)Nc1ccccc1F | 15 | -3 | 0 | -19 | 2 | 3 | -5 | 3 | 0.4
CC1CN(S(=O)(=O)c2ccc(CN3C(=O)c4cccnc4C3=O)cc2)c2ccccc2O1 (stereo not given) | 8 | -21 | -4 | 11 | 5 | -6 | -16 | 10 | -0.8
CC1CC(NS(=O)(=O)c2cccs2)CC(C)(C)C1 (stereo not given) | -20 | -6 | -3 | 2 | 13 | -5 | 1 | -10 | 0.5
COC(=O)C1=C(C)N=C2SC(C)C(=O)N2C1c1cccc(F)c1 (stereo not given) | -8 | -29 | -4 | 11 | 7 | 0 | -6 | -16 | 0.2

At a glance, 2 of the compounds above:
SMILES | CHRM1 antagonist | CHO parental Ca | CHRM1 agonist | M1 PAM parental | TAAR1 agonist | CHRM1 PAM | TAAR1 antagonist | CHO-K1 Ca antag | CHO-K1 Ca ag
CC1CC(NS(=O)(=O)c2cccs2)CC(C)(C)C1 (stereo not given) | -20 | -6 | -3 | 2 | 13 | -5 | 1 | -10 | 0.5
COC(=O)C1=C(C)N=C2SC(C)C(=O)N2C1c1cccc(F)c1 (stereo not given) | -8 | -29 | -4 | 11 | 7 | 0 | -6 | -16 | 0.2

The results go on.
SMILES | CHRM1 antagonist | CHO parental Ca | CHRM1 agonist | M1 PAM parental | TAAR1 agonist | CHRM1 PAM | TAAR1 antagonist | CHO-K1 Ca antag | CHO-K1 Ca ag
Cc1cccc(C)c1OC(=O)CCN1C(=O)C2C3C=CC(C4CC34)C2C1=O (stereo not given) | 11 | -21 | -5 | 16 | 6 | -7 | 4 | 9 | 11
Cc1cc(C)nc(NC(=O)CSc2nn(C)c(=S)s2)n1 | -28 | -3 | -2 | 23 | -1 | 3 | -3 | -19 | 0.5
CC(=O)Nc1ccc(S(=O)(=O)NNC(=O)c2sc(=S)n(C)c2C)cc1 | -9 | -8 | -2 | -6 | 3 | 10 | 5 | 6 | 0.0
CCn1c(SCc2nc3ccccc3nc2C)nnc1-c1cccs1 | 0 | -8 | -3 | 24 | 6 | 1 | 8 | -11 | 3.2
COc1ccc(/C=N/NC(=O)c2cc(O)c(O)c(O)c2)cc1Cn1cc([N+](=O)[O-])cn1 | -7 | x | -3 | 10 | 1 | 9 | 10 | -10 | -0.1
Cc1ccccc1CN1C2=NCCCN2c2ccccc21 | 3 | -4 | -6 | -9 | 16 | 2 | 11 | 22 | -0.3
O=C(COc1ccccc1Br)NCCc1nc2ccccc2[nH]1 | -3 | -10 | -9 | 11 | 4 | 1 | -33 | 3 | 1.3
C/C(=C\C(=O)c1ccc(Cl)cc1)NCc1ccc2c(c1)OCO2 | 8 | -20 | -2 | 9 | 3 | -7 | 6 | 5 | 0.4
CCC(=O)Oc1ccc2c(C)cc(=O)oc2c1C(=O)CC | -19 | -10 | -5 | 21 | 0 | 11 | -19 | -19 | 0.6
CCOC(=O)c1c(-c2ccc(OC)cc2)csc1/N=C/C1C(=O)CCCC1=O | -6 | -5 | 7 | 24 | 16 | 1 | 12 | -14 | 7.2
CC(=O)NC(c1ccccc1)c1nc(-c2cc3ccccc3o2)cs1 (stereo not given) | -7 | x | -2 | -2 | 2 | 3 | 4 | 5 | 0.3
O=C(CCl)Nc1ncc(S(=O)(=O)c2ccc([N+](=O)[O-])cc2)s1 | -1 | -9 | 3 | 11 | 3 | 0 | -7 | -14 | 0.7

Shown tab-delimited: four of the compounds above
SMILES	CHRM1 antagonist	CHO parental Ca	CHRM1 agonist	M1 PAM parental	TAAR1 agonist	CHRM1 PAM	TAAR1 antagonist	CHO-K1 Ca antag	CHO-K1 Ca ag
CCn1c(SCc2nc3ccccc3nc2C)nnc1-c1cccs1	0	-8	-3	24	6	1	8	-11	3.2
COc1ccc(/C=N/NC(=O)c2cc(O)c(O)c(O)c2)cc1Cn1cc([N+](=O)[O-])cn1	-7	x	-3	10	1	9	10	-10	-0.1
Cc1ccccc1CN1C2=NCCCN2c2ccccc21	3	-4	-6	-9	16	2	11	22	-0.3
O=C(COc1ccccc1Br)NCCc1nc2ccccc2[nH]1	-3	-10	-9	11	4	1	-33	3	1.3

Continued.
SMILES | CHRM1 antagonist | CHO parental Ca | CHRM1 agonist | M1 PAM parental | TAAR1 agonist | CHRM1 PAM | TAAR1 antagonist | CHO-K1 Ca antag | CHO-K1 Ca ag
Cc1ccccc1NC(NC(=O)c1cccs1)C(Cl)(Cl)Cl (stereo not given) | 0 | -16 | -4 | 23 | 13 | -5 | 52* | -13 | 2.0
CCN1CCN(C(=O)CN(C)S(=O)(=O)c2ccc3ccccc3c2)CC1 | 3 | -7 | -10 | 7 | 7 | -3 | -10 | -6 | 2.0
CCOC(=O)c1c(CN2CCCCC2)n(C)c2cc(Br)c(O)cc12 | -1 | -12 | -6 | 0 | 2 | -1 | -7 | 1 | 0.5
Cc1ccc(S(=O)(=O)NC(=O)Nc2ncc3c(n2)CC(c2ccco2)CC3=O)cc1 (stereo not given) | 4 | -4 | -6 | 26 | 6 | 1 | 1 | -10 | 1.3
COC(=O)c1ccccc1NC(=O)CSc1nnc(-c2ccncc2)o1 | -1 | -13 | -3 | -5 | 8 | 0 | -7 | 3 | -0.4
Cn1cc(Br)c(-c2cccc(NC(=O)CCCC(=O)O)c2)n1 | -12 | -3 | -3 | 7 | 2 | 6 | -4 | -5 | 0.1
COc1cc(/C=C2\C(=N)N3N=CSC3=NC2=O)ccc1OS(=O)(=O)c1ccccc1[N+](=O)[O-] | -9 | -5 | 0 | -8 | 0 | 9 | -30 | 2 | 1.7
CC1(C(=O)NS(=O)(=O)c2ccc(Cl)s2)CCN1C(=O)C1(c2ccc(Cl)cc2)CCC1 (stereo not given) | -8 | x | 1 | 1 | 3 | 16 | -34 | -7 | -0.2
COc1cc(OC)cc(-c2nc(-c3ccccc3OC)no2)c1 | 1 | -7 | 0 | 5 | 13 | 2 | 1 | 4 | 0.2
O=C(NC1CCCCC1)C(CCc1ccccc1)N1CCOCC1 (stereo not given) | -19 | x | -2 | 23 | 0 | 1 | -8 | -14 | 1.0
N#CCOc1ccccc1CNC[C@H]1O[C@@H](n2cnc3c(=O)[nH]c(N)nc32)[C@H](O)[C@@H]1O | -24 | x | -2 | 9 | 5 | 2 | -18 | -15 | 0.7
Cc1c(Cc2ccc3c(c2)OCO3)sc(NC(=O)c2cccc3ccccc23)c1C(N)=O | 101* | 4 | -13 | 19 | 15 | -33 | -7 | 2 | 1.8
CSc1cccc(N=C2C(=O)Nc3ccccc32)c1 | -1 | 4 | -2 | 11 | 0 | -4 | -2 | -12 | -0.2
COc1ccc(C(=O)c2ccc(OC)cc2OC)cc1 | -12 | -6 | -2 | 6 | 4 | 8 | -10 | -6 | 0.6
CC(CNC(=O)c1ccc2c(c1)OCO2)c1ccc([N+](=O)[O-])cc1 (stereo not given) | -5 | -8 | -5 | 14 | 7 | 3 | 5 | -15 | 1.8
Cc1ccnc(NC(=O)c2cccc(NC(=O)c3ccccc3C)c2)c1 | -17 | -14 | -2 | 17 | 2 | 13 | 9 | -4 | 4.5
O=C(O)CSc1nnc(-c2ccc(S(=O)(=O)N3CCCC3)cc2)n1Cc1ccco1 | -6 | -3 | -4 | 13 | 8 | 3 | 7 | -8 | 0.3
COc1ccc(C2C(C(=O)Nc3ccccc3OC)=C(C)Nc3ncnn32)cc1 (stereo not given) | -15 | -23 | 0 | 23 | 2 | 7 | -11 | -15 | 0.6
CN(C)S(=O)(=O)c1ccc(Cl)c(NC(=O)COC(=O)CCSc2ccccc2)c1 | -6 | -12 | 0 | 11 | 3 | 12 | -4 | -1 | 2.4
COc1ccc(Cc2nnc(-c3cccc(C)c3)o2)cc1OC | 1 | -12 | 4 | 6 | x | 7 | x | 12 | 1.4
CCOC(=O)c1cnn2c(C)cc(-c3ccccc3)nc12 | -8 | -2 | -3 | -6 | -2 | 9 | -2 | 15 | -0.2
